Screens: PubChem, National Center for Advancing Translational Sciences (NCATS)
Vif-APOBEC3G blk: blocks the Vif interaction with human APOBEC3G; Q9HC16; HeLa A3G-eYFP + Vif (tagged APOBEC3G with the HIV-1 protein that degrades it), YFP fluorescence, overnight; Potency, µM (series often up to 46.1 µM), for inactives: at the top dose activity, negative = active, hits mostly inhibitors; actives 0.076% (n = 410,000);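 also: potency is read from the fitted curve at half-maximal effect; % is scaled to controls: 0 for no effect and ±100 for the full control effect; nearly all actives have a fitted effect of over 60% in size; hits raise eYFP signal because A3G escapes Vif-driven loss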
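Read-out is eYFP fluorescence (Ex 488/Em 500-530) from Vif-expressing HeLa A3G-eYFP cells; more signal means A3G escaped Vif-mediated degradation. Cells plated overnight, compound pinned in, incubated overnight at 37 deg C.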
TrxR1 inh: rat TrxR1 inhibition; actives 1% (n = 390,000); O89049; AID 588453; recombinant rTrxR1, NADPH fluorescence consumption, selenite substrate; Potency, µM (top dose mostly 114 µM), without a hit: at the top dose activity change, negative = inhibition, most hits filed as inhibitors; also: potency is read from the fitted curve at half-maximal effect; % is scaled to controls: 0 for no effect and ±100 for the full control effect; nearly all actives have a fitted effect of over 65% in size
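Rat TrxR1 (90 nM in the dispensed reagent) was pre-reduced with 400 uM NADPH for 5 min at room temperature, then incubated with compound for 15 min. After 400 uM selenite was added, NADPH fluorescence (Ex 340/Em 450 nm) was followed for 8 min.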
RGS4 inh: human RGS4 inhibition; P49798; Transcreener GDP fluorescence polarization, RGS4-accelerated GTP hydrolysis; Potency, µM (titrated, usually from 114 µM), without a hit: at the top dose activity change, negative = inhibition, hits mostly inhibitors; actives 0.039% (n = 390,000); AID 504845; also: potency is read from the fitted curve at half-maximal effect; % is scaled to controls: 0 for no effect and ±100 for the full control effect; nearly all actives have a fitted effect of over 75% in size; some results filed as inactive show a strong effect at the top dose
Target sequence (P49798 whole entry, looked up): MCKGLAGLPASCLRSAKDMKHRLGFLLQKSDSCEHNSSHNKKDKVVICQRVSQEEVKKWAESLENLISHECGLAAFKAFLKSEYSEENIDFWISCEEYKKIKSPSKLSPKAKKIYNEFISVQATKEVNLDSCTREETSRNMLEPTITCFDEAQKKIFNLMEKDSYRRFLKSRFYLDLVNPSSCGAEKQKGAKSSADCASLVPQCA
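MLSMR compounds (23 nl, pin-transferred) preincubated 10 min at room temperature with a 500nM (2x) first reagent, then RGS4 at 900nM (2x) plus Transcreener GDP mix added; fluorescence polarization (620/688 nm) read before and after 90 min at 30 °C.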
LDHA inh: inhibitors of human lactate dehydrogenase A; purified LDHA, NADH/diaphorase-resazurin fluorescence; active compounds read low; activity change, % (values are at about 110 or 230 µM); actives 0.15% (n = 480,000); AID 1347041; in the data active = activity change below about -30%; inconclusive = mostly about -25% to -30%;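 also: plate controls were DMSO wells for no effect and wells without enzyme for full effect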
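Remaining NADH was detected by diaphorase (0.133 mg/mL) converting 37 µM resazurin to fluorescent resorufin, read at 0 and 20 minutes. The preceding 5-minute room-temperature reaction used 2 nM LDHA, 0.2 mM sodium pyruvate and 0.06 mM NADH at pH 7.4.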
Glioma ERSR ind: ER stress response induction in glioma. Potency, µM, without a hit: at the top dose activation, usual class: activators. actives 0.02% (n = 420,000). U87-MG GRP78 promoter luciferase reporter, 16 h; also: potency is read from the fitted curve at half-maximal effect; series mostly up to about 76 µM; % of control where 0% means no effect; nearly all actives have a fitted effect of over 35% in size
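Stably transfected U87-MG glioma cells carrying a GRP78-based luciferase sensor; 16 h compound incubation. Luminescence end-point read 10 min after Bright-Glo addition at room temperature.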
mIDH1 inhibitor: blocks human mutant IDH1 R132H enzyme; O75874; IDH1-R132H enzyme, NADPH consumption, diaphorase/resazurin fluorescence; Potency, µM (highest dose often 76.6 µM), for inactives: at the top dose activity change, negative = inhibition, actives largely listed as inhibitors; actives 0.093% (n = 390,000); AID 602179; also: potency is read from the fitted curve at half-maximal effect; % is scaled to controls: 0 for no effect and ±100 for the full control effect; nearly all actives have a fitted effect of over 65% in size
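IDH1-R132H (0.5 ug/mL dispensed) in pH 7.5 Tris buffer was preincubated 30 min with compound, then given a substrate mix of 0.016 mM NADPH and 2 mM alpha-KG for 80 min at room temperature; remaining NADPH was read by diaphorase/resazurin fluorescence.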
Vif-A3F inh: Vif-A3F binding inhibition; HeLa A3F-eYFP + Vif (tagged APOBEC3F with the HIV-1 protein that degrades it), YFP fluorescence increase; Potency, µM (top dose mostly 46.1 µM), without a hit: top-dose activity, negative = active; actives 0.2% (n = 390,000); AID 602313; also: potency is read from the fitted curve at half-maximal effect; % of control where 0% means no effect; nearly all actives have a fitted effect of over 65% in size
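Fluorescence increase (Ex 488/Em 500-530) after overnight compound treatment at 37 deg C flags inhibition of Vif-driven A3F-eYFP loss in stable HeLa A3F-eYFP/Vif cells seeded overnight beforehand.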
TrxR1 substrate: rat thioredoxin reductase 1 substrate activity; purified TrxR1 substrate turnover, NADPH consumption readout; Potency, µM (doses to about 114 µM), for inactives: top-dose activity change, negative = substrate turnover; actives 0.01% (n = 390,000); AID 588456; also: potency is read from the fitted curve at half-maximal effect; % is scaled to controls: 0 for no effect and ±100 for the full control effect; nearly all actives have a fitted effect of over 50% in size
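Rat TrxR1, dispensed at 90 nM, was prereduced with 400 uM NADPH (final) for 5 min at ~22 deg C, then incubated with compound 15 min before 400 uM selenite. A first-read NADPH fluorescence drop versus no-compound background flagged substrates.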
USP1-UAF1 inh: inhibitors of human USP1/UAF1 deubiquitinase; recombinant USP1/UAF1, Ub-Rhodamine cleavage fluorescence; actives 0.23% (n = 390,000); Potency, µM (highest dose often 57.1 µM), without a hit: at the highest dose activity change, negative = inhibition, actives largely listed as inhibitors; O94782; also: potency is read from the fitted curve at half-maximal effect; % is scaled to controls: 0 for no effect and ±100 for the full control effect; nearly all actives have a fitted effect of over 60% in size; inactives centre near -12
Target sequence (O94782 whole entry, looked up): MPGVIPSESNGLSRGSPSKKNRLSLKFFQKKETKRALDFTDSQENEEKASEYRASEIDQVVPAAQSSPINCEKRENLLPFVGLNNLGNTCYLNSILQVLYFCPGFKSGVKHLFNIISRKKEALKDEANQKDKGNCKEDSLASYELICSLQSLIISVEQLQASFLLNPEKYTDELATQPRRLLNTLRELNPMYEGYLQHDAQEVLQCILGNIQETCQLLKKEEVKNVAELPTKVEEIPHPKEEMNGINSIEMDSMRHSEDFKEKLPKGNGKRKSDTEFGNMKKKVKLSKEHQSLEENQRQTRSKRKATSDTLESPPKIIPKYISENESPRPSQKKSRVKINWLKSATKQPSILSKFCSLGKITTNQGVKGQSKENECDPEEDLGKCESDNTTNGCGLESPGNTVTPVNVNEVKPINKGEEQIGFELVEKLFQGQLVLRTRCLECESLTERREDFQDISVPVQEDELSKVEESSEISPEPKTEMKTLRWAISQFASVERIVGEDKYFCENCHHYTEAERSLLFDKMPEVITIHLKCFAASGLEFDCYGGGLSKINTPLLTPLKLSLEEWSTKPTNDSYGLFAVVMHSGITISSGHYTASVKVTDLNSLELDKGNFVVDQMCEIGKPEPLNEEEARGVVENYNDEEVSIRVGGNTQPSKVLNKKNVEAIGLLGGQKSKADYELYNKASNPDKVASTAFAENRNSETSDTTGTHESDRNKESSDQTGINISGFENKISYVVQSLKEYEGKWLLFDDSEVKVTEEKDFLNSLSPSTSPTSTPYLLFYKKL
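USP1/UAF1 complex at 1 nM was preincubated with compound for 15 min at room temperature, then Ub-Rho substrate (150nM final) was added. Fluorescence (480/540 nm) was read kinetically, 6 reads every 60 seconds.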
* marks the source's active call; other numbers are inactive results; u = inconclusive; x = not tested or not shown; [ ] = another dose, or the depositor's remark. Unless noted, calls follow the shape of the dose curve; as a rule, active = well fitted curve in the direction sought with a large enough effect; inconclusive = small, poorly fitted or top-dose-only effect, or another doubt; inactive = no such curve, though single readings can be large; an effect the other way counts as inactive or inconclusive.

SMILES	Vif-APOBEC3G blk	TrxR1 inh	RGS4 inh	LDHA inh	Glioma ERSR ind	mIDH1 inhibitor	Vif-A3F inh	TrxR1 substrate	USP1-UAF1 inh
O=C(O)CC1S/C(=N/N=C/c2ccc(-c3ccc(Cl)cc3[N+](=O)[O-])o2)NC1=O (stereo not given)	-1%	u	u	7	-5%	-1%	-11%	-25%	u
NNC(=O)c1cccc(S(=O)(=O)Nc2cccc(C(F)(F)F)c2)c1	3%	23%	21%	-2	-4%	-6%	6%	-1%	-12%
CCN(CC)S(=O)(=O)c1ccc(OCC2CCCCO2)c([N+](=O)[O-])c1 (stereo not given)	0%	4%[57.1 µM]	-12%	0	0%	2%	1%	-13%	-16%
Cc1ccc(C)c(NC(=O)Cn2nnc(C(=O)NCc3cccs3)c2N)c1	-1%	18%[57.1 µM]	3%	-22	-5%	13%	-7%	-5%[57.1 µM]	2%
CC(=O)Nc1nonc1-c1nc2ccccc2n1C	1%	1%[57.1 µM]	18%	-10	-5%	0%	-41%	-10%	-11%
CC(=O)OCC#CCSc1nnc(-c2cccc(Br)c2)o1	0%	24%	3%	-6	-2%	17%	-2%	4%	u
COc1ccc(NC(=O)N(C)C[C@@H]2Oc3c(NC(=O)Nc4c(C)noc4C)cccc3C(=O)N([C@@H](C)CO)C[C@@H]2C)cc1	-5%	1%	-1%	0	1%	-6%	9%	5%	-17%
O=C(Nc1ccc(Cl)cc1Cl)c1cc(S(=O)(=O)N2CCc3ccccc32)ccc1F	4%	22%[57.1 µM]	20%	7	-1%	11%	-6%	1%[57.1 µM]	-10%
CN(C)C(CNC(=O)c1ccc(S(=O)(=O)Nc2ccccc2)cc1)c1ccco1 (stereo not given)	0%	-16%	-6%	-5	-6%	-3%	-4%	-7%	-2%
C=C(C)Cn1c(=O)c2c(nc3n2CCCN3Cc2ccccc2)n(C)c1=O	4%	10%	13%[11.4 µM]	0	-1%	-6%	-5%	-3%	-15%
C/C(=N\N=C(N)N)c1cccc(Cl)c1	-1%	1%[57.1 µM]	-10%	1	-5%	2%	-10%	10%	-14%
Cc1cccc(C(=O)OCC(=O)N(C)c2ccccc2)c1C	-8%	13%	13%	1	9%	3%	0%	2%	-10%
Cc1c(C(c2cccc(Br)c2)c2c(C)n(C)n(-c3ccccc3)c2=O)c(=O)n(-c2ccccc2)n1C	-12%	3%	-13%	-3	1%	-3%	-7%	0%	-20%
CCn1ccc2cc(S(=O)(=O)N3CCCN(C(=O)Nc4cccc(Cl)c4)CC3)ccc21	-3%	14%[57.1 µM]	-7%	-2	-4%	0%	5%	0%[57.1 µM]	-12%
CCN(CC)CCn1c2ccccc2c2cnc(N=CN(C)C)c(C#N)c21	7%	-35%	-3%	3	-7%	13%	x	16%	-16%
CN(C)c1nc(NCc2ccccc2)nc(N/N=C/c2ccc(Br)cc2)n1	1%	0%	-6%	-4	-4%	-13%	-2%	-7%	-11%
Cc1cc(C)nc(NC(=NCCc2c[nH]c3ccccc23)NC(=O)C(C)(C)C)n1	0%	24%[57.1 µM]	-20%	-3	-3%	2%	-11%	7%[57.1 µM]	-20%
CN(C)S(=O)(=O)c1ccc2oc(SCC(=O)c3c(N)n(C4CC4)c(=O)[nH]c3=O)nc2c1	0%	30%	-22%	-2	-4%	0%	u	4%	-19%
COc1cccc(CC(=S)N2CCOCC2)c1	1%	17%	-13%	0	-3%	2%	5%	4%	-12%
COc1cc(C(C)=O)ccc1OCC(=O)Nc1cc(C)on1	1%	-4%	-13%	-4	3%	4%	-15%	-4%	-6%
CCOc1cccc2sc(N(Cc3cccnc3)C(=O)c3ccco3)nc12	-1%	8%[57.1 µM]	-20%	1	-3%	-1%	-1%	10%[57.1 µM]	-4%
CCOC(=O)c1ccc(N2C(=O)CC(N3CC(C)OC(C)C3)C2=O)cc1 (stereo not given)	-1%	9%	u	2	-3%	3%	-11%	10%[57.1 µM]	6%
CS(=O)(=O)N(Cc1ccccc1)c1ccc(C(=O)NCC2CCCO2)cc1 (stereo not given)	1%	13%	-24%	-2	-4%	5%	-7%	-1%	-9%
Cc1nn2c3c(cnc2c1-c1ccc(Cl)cc1)C(=O)CC(c1ccco1)C3 (stereo not given)	-4%	15%	7%	2	-4%	0%	-1%	5%	4%
Cc1cc(C(F)(F)F)n2nc(-c3cnn(C)c3C(F)(F)F)c(Br)c2n1	-12%	4%	-9%	2	-5%	-1%	-15%	-5%	-13%
COc1ccc(NS(=O)(=O)c2ccc(O)c(C(=O)OCC(=O)NC3CCCCC3)c2)cc1	-3%	8%[57.1 µM]	-14%	5	3%	10%	1%	6%[57.1 µM]	-15%
COc1ccccc1N(C(=O)CNC(=O)c1ccco1)C(C(=O)NC1CCCCC1)c1ccncc1 (stereo not given)	0%	2%[57.1 µM]	12%	-2	-4%	-2%	-13%	-5%[57.1 µM]	-7%
O=C(CSc1nnc(NC(=O)c2ccccc2F)s1)Nc1ccccc1F	-1%	30%[57.1 µM]	30%	-9	-5%	-1%	8%	-10%	u
Nc1c(C(=O)N2CCOCC2)oc2ccccc12	1%	14%	-13%	-3	3%	8%	11%	0%	-10%
Cc1ccc2nc(Cl)c3cc(C(=O)N4CCCCC4C)sc3c2c1 (stereo not given)	-7%	5%	-2%	-1	0%	-6%	-1%	2%	0%
CN(C)c1ccc(/C=C/c2cc[n+](C)c3ccc4ccccc4c23)cc1	9%	15%	x	7	-10%	x	x	-7%	x
O=C(NCCc1ccc2c(c1)OCCO2)c1ccccn1	0%	12%	5%	-8	-10%	20%	-3%	-2%	-8%
O=C(CC1C(=O)NCCN1C(=O)Nc1ccc(Cl)cc1)Nc1ccc(F)cc1 (stereo not given)	-23%	3%	15%	1	-5%	-3%	0%	-5%	-3%
Cc1csc2nc(CNS(=O)(=O)c3ccc4c(c3)OCCO4)cn12	1%	16%[57.1 µM]	3%	-8	-4%	-7%	-3%	2%[57.1 µM]	-10%
CCOc1ccc(NC(=O)CCS(=O)(=O)c2cc3c4c(c2)CCN4C(=O)CC3)cc1	9%	19%[57.1 µM]	-13%	-1	-3%	0%	-7%	6%[57.1 µM]	-25%
O=C(CCCN1C(=O)CSc2ncccc21)N1CCN(c2cccc(C(F)(F)F)c2)CC1	-2%	-3%	-6%	-7	-1%	2%	x	-6%	-20%
O=C(CCNS(=O)(=O)c1cccc2nsnc12)NCc1ccco1	2%	14%[57.1 µM]	-12%	-6	-3%	3%	12%	7%[57.1 µM]	-20%
Cc1ccccc1OCCNc1cc(N2CCN(CCO)CC2)ccc1[N+](=O)[O-]	-23%	-4%[57.1 µM]	-9%	-5	0%	6%	-10%	1%[57.1 µM]	-26%
O=C(COc1ccc(Cl)cc1Cl)NCc1ccco1	-2%	-10%[57.1 µM]	-11%	-5	3%	7%	-3%	10%[57.1 µM]	2%
CC(=O)NCCc1cnc[nH]1	1%	3%	-45%	-3	-3%	-8%	-3%	2%	-9%
O=C(CCC(=O)N1CCOc2ccc(Cl)cc21)NCCCN1CCN(c2ccccc2F)CC1	-2%	6%[57.1 µM]	-14%	0	-4%	12%	-4%	9%[57.1 µM]	-23%
CCn1c(COc2ccc(=O)n(-c3ccccc3)n2)nnc1SCc1ccc(OC)cc1	-1%	23%	6%	5	-3%	3%	18%	6%	-19%
O=C(O)c1ccccc1C(=O)Nc1ccccc1[N+](=O)[O-]	-1%	9%	2%	0	-3%	9%	7%	-4%	-7%
Cc1ccc(-c2cc(C(=O)NCCCN3CCOCC3)c3ccccc3n2)cc1	-1%	-15%	-14%	-6	1%	2%	9%	82%[activator]	-18%
CN(C)CCN(Cc1ccco1)c1ccccn1	1%	14%	0%	-9	-1%	1%	5%	5%	-17%
O=C(COC(=O)c1ccc(Br)cc1)NC1CCCC1	-1%	-1%	-10%	0	-3%	10%	1%	-4%	-18%
Cc1ccccc1NC(=S)NC12CN3CN(CN(C3)C1)C2	-1%	-2%[57.1 µM]	-14%	-4	-10%	-4%	-8%	-5%	-20%
C[C@@H]1CN([C@@H](C)CO)C(=O)Cc2cc(NC(=O)Nc3ccc(F)cc3)ccc2O[C@@H]1CN(C)Cc1ccc(Cl)c(Cl)c1	-19%	9%[57.1 µM]	5%	-2	-1%	-6%	-4%	-1%[57.1 µM]	-8%
Cc1ccc2c(c1)C(=O)OC(C(=O)Nc1ncc(Cc3ccc(Cl)cc3)s1)C2 (stereo not given)	1%	44%	3%	-4	-3%	-13%	-4%	7%	-18%
COc1cc(NC(=O)C2CCCCC2)c(OC)cc1NC(=O)CN1CCCCC1	-3%	-1%	1%	-1	3%	0%	-2%	-12%	-3%

Some of the compounds tested; the hit share may differ from the screen's.
